Apaf1 inhib: human Apaf-1 inhibition. O14727. reconstituted apoptosome caspase-3 activity, DEVD-Rh110 fluorescence. inhibition, % at 20 µM. 0.71% of 330,000 active. AID 489030; active means inhibition of at least 40% at 20 µM;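 further: plate controls were DMSO wells for no effect and DEVD-CHO caspase inhibitor wells for full effect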
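Medium: Hepes buffer, pH 7.5 / System: biochemical Apaf-1 apoptosome reconstitution / Measured by: Rh110 fluorescence, excitation 480 nm, emission 540 nm / Times: compound with Apaf-1, dATP, procaspase-3 30 min, then 50 min reaction, room temperature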
Gli-Sufu antag: antagonists of Gli-Sufu signaling. Sufu-KO-LIGHT fibroblasts, Gli luciferase reporter luminescence. AID 588413. inhibition, % at 5 µM. 0.74% of 340,000 active;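 active means inhibition above about 55%, limit read from the data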;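 further: 0% = DMSO-treated cells and 100% = wells with medium but no cells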
SENP8 block: blocks the human protease SENP8 | Q96LD8 | inhibition, % at 10 µM | purified SENP8, Z-RLRGG-aminoluciferin cleavage, luminescence | 1.2% of 330,000 active
697 NFkB inh: inhibitors of the PMA/ionomycin-induced NF-kB reporter in 697 B cells | 697 B-cell NF-kB luciferase reporter, 16 h | inhibition, % at 4 µM | 0.33% of 330,000 active | AID 435022; in the data active means inhibition above about 35%
EBI2 antag: EBI2 (human) antagonism; P32249; EBI2 beta-arrestin recruitment, luminescence, 7a,25-OHC stimulated; inhibition, % at 5 µM; 0.81% of 360,000 active; in the data active means inhibition above about 38%;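 further: enzyme fragment complementation signal reports receptor beta-arrestin coupling in cells; 0% = agonist plus DMSO wells and 100% = wells without agonist; some results beyond the cut were filed as inactive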
Target sequence (P32249 whole entry, looked up, the tested form may be a part): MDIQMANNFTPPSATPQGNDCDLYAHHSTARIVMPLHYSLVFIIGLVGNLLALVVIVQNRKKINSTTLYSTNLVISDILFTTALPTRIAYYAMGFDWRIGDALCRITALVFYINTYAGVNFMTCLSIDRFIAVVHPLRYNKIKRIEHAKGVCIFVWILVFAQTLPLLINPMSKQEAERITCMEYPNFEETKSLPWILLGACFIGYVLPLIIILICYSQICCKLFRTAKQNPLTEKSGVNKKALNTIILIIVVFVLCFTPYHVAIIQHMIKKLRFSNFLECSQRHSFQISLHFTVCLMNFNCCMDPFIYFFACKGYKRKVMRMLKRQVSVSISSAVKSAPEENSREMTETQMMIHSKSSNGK
CCR6 antag: CCR6 (human) receptor antagonism | CHO-K1 CCR6 PathHunter beta-arrestin, luminescence, CCL20-stimulated | inhibition, % at 20 µM | 0.49% of 340,000 active;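 active means compounds whose inhibition of the agonist-driven luminescence signal at 20 µM reaches about 50%, limit read from the data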;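 further: cells stimulated with CCL20 at 14 nM final; plate controls were DMSO with CCL20 for no effect and DMSO without agonist for full effect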
Target sequence (P51684 whole entry, looked up): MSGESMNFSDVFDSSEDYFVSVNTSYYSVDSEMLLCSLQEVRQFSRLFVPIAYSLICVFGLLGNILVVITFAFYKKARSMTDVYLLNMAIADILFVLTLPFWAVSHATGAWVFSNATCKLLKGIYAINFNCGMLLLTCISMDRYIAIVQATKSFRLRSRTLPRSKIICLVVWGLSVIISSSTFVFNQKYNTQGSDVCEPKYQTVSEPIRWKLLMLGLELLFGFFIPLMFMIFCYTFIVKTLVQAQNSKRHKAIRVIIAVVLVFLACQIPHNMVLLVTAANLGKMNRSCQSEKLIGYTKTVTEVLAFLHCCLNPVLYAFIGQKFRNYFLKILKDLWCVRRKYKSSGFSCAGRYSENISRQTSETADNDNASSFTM
Jurkat NFkB inh: lowers PMA/ionomycin-induced NF-kB signal in Jurkat cells; AID 435003; 0.53% of 330,000 active; PMA/ionomycin-induced NF-kB luciferase reporter, luminescence; inhibition, % at 4 µM
UBC13 polyUb: human UBC13 polyubiquitination inhibition | P61088 | UBC13 polyubiquitin chain formation, TR-FRET | inhibition, % at 20 µM | 0.47% of 330,000 active; in the data active means inhibition above about 45%, passing the limit was not always enough
Target sequence (P61088 whole entry, looked up): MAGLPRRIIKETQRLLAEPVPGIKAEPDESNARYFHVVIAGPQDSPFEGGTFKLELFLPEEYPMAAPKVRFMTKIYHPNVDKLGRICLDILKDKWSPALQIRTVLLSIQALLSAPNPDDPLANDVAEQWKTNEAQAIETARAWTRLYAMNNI
Numbers without * were called inactive; / = no result given. Unless noted, no stated cut-off is given here; in the data, active means inhibition above about 50%; inactive means the rest.

SMILES	Apaf1 inhib	Gli-Sufu antag	SENP8 block	697 NFkB inh	EBI2 antag	CCR6 antag	Jurkat NFkB inh	UBC13 polyUb
COc1ccc(COC(=O)NNC(=O)c2ccc(OC)cc2)cc1	3	-25	-6	8	9	0	-18	4
Cc1nn(-c2ccccc2)c(C)c1S(=O)(=O)O	6	18	-1	9	-1	-8	0	3
CCOc1ccccc1NC(=O)CN1CCN(C(=O)C2CCCO2)CC1 (stereo not drawn)	0	17	0	-12	-2	4	6	-4
CCCN1CNC(=S)N(Cc2ccccc2)C1	-7	-1	-3	23	1	3	6	4
CCOC(=O)N1CCC(N2CCCC(C(=O)c3cccc(OC(C)C)c3)C2)CC1 (stereo not drawn)	6	3	8	12	-8	22	-13	-3
CCc1cc2cc(C(=O)Nc3ccc(F)cc3)sc2s1	-1	-72	18	6	2	-2	-48	2
CC1(C)Cc2nc(N)c(C(=O)NCCO)cc2CO1	2	-9	-7	-5	3	-12	-11	9
Cc1cc(O)c(C(=O)/C=C/c2ccc(Cl)cc2)c(=O)o1	22	0	-4	-17	3	3	-37	-8
O=C(Cc1ccccc1)NNS(=O)(=O)c1ccc([N+](=O)[O-])cc1	0	-2	-1	19	-2	-4	-3	3
CC[C@@]12C(=O)N(c3cccc(F)c3)C(=O)N1[C@H](c1ccc(Br)cc1)[C@@H]1C(=O)N(C(C)(C)C)C(=O)[C@@H]12	3	0	-3	0	-1	-1	2	20
CSc1nc2nc(-c3ccccc3)cc(=O)n2[nH]1	3	-29	11	-14	-18	3	-10	9
COCCNC(=O)[C@@H]1CCCN1S(=O)(=O)c1cccc2cccnc12	0	-1	-3	6	-3	-2	1	1
CCN(C[C@H]1N[C@@](C)(C(=O)OC)[C@H]2C(=O)N(C)C(=O)[C@@H]12)C(=O)Nc1ccc(C(F)(F)F)cc1	-9	-10	2	-2	-5	7	4	6
Cc1ccc(NC(=O)N2CCN(C)CC2)cc1NC(=O)N1CCN(C)CC1	-5	5	-2	5	-11	6	1	6
CC/C(=N\NC(=O)CSCc1ccc(Cl)cc1)c1ccc2c(c1)OCCO2	24	-2	-3	-14	-7	0	-10	9
CN(C(=O)c1cccc(NC(=O)Cc2ccc([N+](=O)[O-])cc2)c1)C1CCCCC1	23	18	-11	14	-9	9	-8	-8
CCOc1cc(C2c3c(-c4ccccc4)n[nH]c3C(=O)N2c2ccc(C(=O)O)cc2)ccc1O (stereo not drawn)	2	-1	-3	6	-6	8	3	8
O=C1COc2ccc(C(=O)COC(=O)/C=C/c3cccc(F)c3)cc2N1	-6	-10	7	11	1	1	-4	-11
O=C(NCC1CCCO1)C1CCC(CNS(=O)(=O)c2ccccc2)CC1 (stereo not drawn)	-4	-7	-13	-23	-3	-14	-4	-14
CSc1ncc(CNc2cc([N+](=O)[O-])ccc2C)c(N)n1	0	-1	-10	-46	2	18	13	-2
Cc1ccccc1C(=O)N1CCN(c2ccc(NC(=O)c3cccnc3Cl)cc2)CC1	-3	/	0	-2	1	2	-4	2
CC1Cc2cc(S(=O)(=O)N3CCCC(C(=O)N4CCCCC4)C3)ccc2N1C(=O)C1CC1 (stereo not drawn)	1	12	14	12	8	12	3	5
CN1CCCN(C(=O)C2CCC(C(=O)N3CCCN(C)CC3)CC2)CC1 (stereo not drawn)	10	50	-1	-16	-10	0	-16	5
Cc1ccc(OCC(=O)Nc2ccccc2C(=O)NC2CC2)cc1	-9	1	-2	6	-2	5	19	8
Cc1ccc(S(=O)(=O)N2CCCOC2CNC(=O)C(=O)NCc2ccccn2)cc1 (stereo not drawn)	4	-2	-2	-2	-16	-2	-8	4
O=C(CCn1nnc2ccccc21)N/N=C\Cc1ccccc1	8	18	11	8	-2	0	1	8
COc1ccc2c(CC(=O)NC3CCCc4ccccc43)coc2c1 (stereo not drawn)	16	2	-4	17	8	-1	3	31
C=CCn1c(SCC(=O)Nc2cccc3ccccc23)nnc1-c1cnccn1	17	-14	4	1	-24	13	-11	-6
C/C=C/C(=O)OCC(=O)Nc1cccc(F)c1	-8	-5	1	8	-12	10	2	2
NNc1nnc(-c2ccccc2)c(-c2ccccc2)n1	7	-14	-1	-16	-5	24	-12	-4
CCOc1cccc(/C=N/Nc2ccc(S(=O)(=O)N(CC)CC)cn2)c1O	-4	90*	-4	-34	12	4	60*	-33
CCC(=O)OCC(=O)Nc1cc([N+](=O)[O-])ccc1OC	-24	0	6	4	0	11	17	2
O=C(COc1ccccc1F)NNC(=O)Cn1c(=O)cnc2ccccc21	-2	5	-6	5	-4	2	-3	-12
C/C(N)=C(/C#N)C(=O)COC(=O)CSc1ccccc1	11	-26	-13	-6	-3	9	-1	-10
CC(=O)/C=C(\C)NCCNc1c(F)c(F)c(CO)c(F)c1F	-5	7	6	15	2	-4	8	-4
COC(=O)Cc1nc(NC(=O)c2cccs2)sc1C	-1	-23	-10	-22	-4	8	-33	-3
CN(C)CCNC(=O)/C(=C/c1ccc(-c2ccc(Cl)cc2Cl)o1)NC(=O)c1ccccc1	23	7	-1	15	-13	20	7	43
Cc1cc(C)c2ccc(=S)[nH]c2n1	-26	2	5	14	0	-9	1	2
O=C(NCc1ccccc1)C1CCC(=O)N(CC2CCCCC2)C1 (stereo not drawn)	-12	0	-14	3	-7	4	3	6
CN1C=CC=C/C1=C1\SC(=S)N(Cc2ccccc2)C1=O	9	8	-5	14	8	25	-16	-55
CC1CCc2sc(C(=O)NCc3ccccn3)cc2C1 (stereo not drawn)	7	-39	-11	-4	4	8	-20	-2
O=C(NC1CCCCC1)C(c1ccc2ncccc2c1)N(Cc1ccc(F)cc1)C(=O)c1ccc2c(c1)OCCO2 (stereo not drawn)	18	5	-7	16	8	16	8	-4
COc1ccc2c(c1)CCc1c(C(=O)NCc3cccnc3)noc1-2	14	-14	-6	-36	13	1	-29	-17
CCCCNC(=O)c1nn2c(C(F)(F)F)cc(-c3ccccc3)nc2c1Br	8	19	-6	10	21	11	-3	14
COc1ccc(CCN2C(=O)CC(Cc3cccc(C)c3)C2=O)cc1OC (stereo not drawn)	3	1	-3	2	3	4	1	-7
COc1ccc2c(c1)c1nc3n(c(=O)c1n2CC(=O)Nc1ccccc1)CCS3	-9	8	-4	-17	9	0	-9	17
O=C(CSc1nc2ccccc2[nH]1)c1cccs1	5	-43	3	-106	-1	13	-102	-6
C/C(=N\Nc1nc(C)cc(-c2ccccc2)n1)c1ccc(O)cc1	8	4	0	-23	6	26	-26	2
Nc1ccc(-c2nc3ccccc3[nH]2)cc1	7	-58	48	-121	-4	-5	-101	-4
CC(=O)Nc1ccc(NC(=O)CS(=O)(=O)c2cn(CC(=O)N3CCCCC3)c3ccccc23)cc1	1	2	-1	26	-4	-6	1	0
CCS(=O)(=O)N1CCCC(C(=O)NCc2ccccc2Cl)C1 (stereo not drawn)	12	8	-7	20	-8	16	-3	1
CSCC[C@H](NC(=O)[C@@H]1Cc2ccccc2CN1)C(=O)Nc1ccc2c(c1)OCCO2	0	-35	-3	-54	1	0	-35	7
COCCNC(=S)NNc1ccccc1[N+](=O)[O-]	6	2	2	8	3	6	-4	-15
COc1ccc(N=Cc2c(O)c3ccccc3n2C(C)=O)cc1	1	-7	5	-5	5	10	-23	-77
CC(O)CNc1nc2c(c(=O)n(C)c(=O)n2C)n1Cc1cccc(C(F)(F)F)c1 (stereo not drawn)	-4	15	-1	-5	-9	7	-5	6
Cc1nn(CC2CC2)c(=O)n1N(C)c1ncc(C(F)(F)F)cc1Cl	1	-9	5	14	-3	6	9	-3
Cc1cnc(C(=O)OCC(=O)NC2CCCC(C)C2C)cn1 (stereo not drawn)	-7	5	1	21	-5	5	14	15
O=C(Nc1nccs1)c1ccc(COc2ccccc2Cl)o1	15	-24	-2	-8	-7	7	-16	-5
Cc1cccn2c(=O)c(C=O)c(N3CCN(C)CC3)nc12	-6	5	1	2	1	-5	1	3
Cc1ccccc1CN(CC1CCC(C(=O)O)CC1)C(=S)Nc1ccccc1F (stereo not drawn)	-1	3	-7	18	0	9	4	-4

Single records, as listed above.
Results for CC(=O)Nc1ccc(NC(=O)CS(=O)(=O)c2cn(CC(=O)N3CCCCC3)c3ccccc23)cc1 = Apaf1 inhib: 1; Gli-Sufu antag: 2; SENP8 block: -1; 697 NFkB inh: 26; EBI2 antag: -4; CCR6 antag: -6; Jurkat NFkB inh: 1; UBC13 polyUb: 0
Results for CC(O)CNc1nc2c(c(=O)n(C)c(=O)n2C)n1Cc1cccc(C(F)(F)F)c1 (stereo not drawn) = Apaf1 inhib: -4; Gli-Sufu antag: 15; SENP8 block: -1; 697 NFkB inh: -5; EBI2 antag: -9; CCR6 antag: 7; Jurkat NFkB inh: -5; UBC13 polyUb: 6

(further entries)
SMILES	Apaf1 inhib	Gli-Sufu antag	SENP8 block	697 NFkB inh	EBI2 antag	CCR6 antag	Jurkat NFkB inh	UBC13 polyUb
CC(=O)c1ccccc1NC(=O)C1CC(=O)N(c2ccc3c(c2)OCCO3)C1 (stereo not drawn)	-6	-1	-6	-3	3	0	2	5
CC(C)(C)c1ccc(-n2nc(C#N)c(Cl)cc2=O)cc1	15	-2	-1	13	82*	50	40	9
O=C(COc1cc(F)ccc1[N+](=O)[O-])Nc1ccc(N2CCCCC2)cc1	24	-9	-13	-17	1	10	-14	-5
Cc1nnc(SCC(=O)Nc2cccc(Br)c2)s1	0	-6	-8	-13	-2	2	-25	-16
CCOC(=O)CCNC(=O)N1CCCC(N(C)CCc2ccccc2)C1 (stereo not drawn)	-2	7	13	7	-10	4	0	5

Molecules shown so far containing fluorine:
SMILES	Apaf1 inhib	Gli-Sufu antag	SENP8 block	697 NFkB inh	EBI2 antag	CCR6 antag	Jurkat NFkB inh	UBC13 polyUb
CCc1cc2cc(C(=O)Nc3ccc(F)cc3)sc2s1	-1	-72	18	6	2	-2	-48	2
CC[C@@]12C(=O)N(c3cccc(F)c3)C(=O)N1[C@H](c1ccc(Br)cc1)[C@@H]1C(=O)N(C(C)(C)C)C(=O)[C@@H]12	3	0	-3	0	-1	-1	2	20
CCN(C[C@H]1N[C@@](C)(C(=O)OC)[C@H]2C(=O)N(C)C(=O)[C@@H]12)C(=O)Nc1ccc(C(F)(F)F)cc1	-9	-10	2	-2	-5	7	4	6
O=C1COc2ccc(C(=O)COC(=O)/C=C/c3cccc(F)c3)cc2N1	-6	-10	7	11	1	1	-4	-11
C/C=C/C(=O)OCC(=O)Nc1cccc(F)c1	-8	-5	1	8	-12	10	2	2
O=C(COc1ccccc1F)NNC(=O)Cn1c(=O)cnc2ccccc21	-2	5	-6	5	-4	2	-3	-12
CC(=O)/C=C(\C)NCCNc1c(F)c(F)c(CO)c(F)c1F	-5	7	6	15	2	-4	8	-4
O=C(NC1CCCCC1)C(c1ccc2ncccc2c1)N(Cc1ccc(F)cc1)C(=O)c1ccc2c(c1)OCCO2 (stereo not drawn)	18	5	-7	16	8	16	8	-4
CCCCNC(=O)c1nn2c(C(F)(F)F)cc(-c3ccccc3)nc2c1Br	8	19	-6	10	21	11	-3	14
CC(O)CNc1nc2c(c(=O)n(C)c(=O)n2C)n1Cc1cccc(C(F)(F)F)c1 (stereo not drawn)	-4	15	-1	-5	-9	7	-5	6
Cc1nn(CC2CC2)c(=O)n1N(C)c1ncc(C(F)(F)F)cc1Cl	1	-9	5	14	-3	6	9	-3
Cc1ccccc1CN(CC1CCC(C(=O)O)CC1)C(=S)Nc1ccccc1F (stereo not drawn)	-1	3	-7	18	0	9	4	-4
O=C(COc1cc(F)ccc1[N+](=O)[O-])Nc1ccc(N2CCCCC2)cc1	24	-9	-13	-17	1	10	-14	-5

Some of the compounds tested; rates above refer to the full screens.
